Compound activity as filed in PubChem.
N370S GC: inhibits or activates N370S mutant glucocerebrosidase; actives 0.092% (n = 330,000); Potency, µM (series often up to 59.4 µM), for inactives: at the top dose activity change, negative = inhibition, most hits filed as inhibitors; N370S GC spleen homogenate, 4MU-glucoside fluorescence; P04062;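 also: 0% = full enzyme activity and -100% = no enzyme basal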
FEN1 inhibitor: human FEN1 inhibition. Potency, µM (titrated, usually from 114 µM), without a hit: top-dose activity change, negative = inhibition, hits mostly inhibitors. actives 0.35% (n = 390,000). AID 588795. Recombinant FEN1 flap cleavage, fluorescence, 15 min; also: nearly all actives have a fitted effect of over 65% in size
Target sequence (P39748 whole entry, looked up): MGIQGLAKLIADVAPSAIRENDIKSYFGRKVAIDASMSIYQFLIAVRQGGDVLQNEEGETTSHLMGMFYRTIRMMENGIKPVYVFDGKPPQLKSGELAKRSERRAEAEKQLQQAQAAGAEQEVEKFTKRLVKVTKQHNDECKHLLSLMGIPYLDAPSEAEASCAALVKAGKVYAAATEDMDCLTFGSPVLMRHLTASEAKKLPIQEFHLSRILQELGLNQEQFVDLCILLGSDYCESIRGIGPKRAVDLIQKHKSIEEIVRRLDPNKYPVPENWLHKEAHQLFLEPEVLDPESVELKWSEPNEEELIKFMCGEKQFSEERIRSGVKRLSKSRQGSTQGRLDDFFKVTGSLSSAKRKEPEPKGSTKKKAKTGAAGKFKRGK
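Quantitative HTS format: each compound was titrated, incubated with 10 nM nuclease for 15 min at room temperature, then challenged with flap substrate at 50 nM final. Signal change over 15 min gave concentration–effect curves.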
TDP1 block: inhibitors of human tyrosyl-DNA phosphodiesterase TDP1; Q9NUW8; recombinant TDP1, AlphaScreen DNA substrate cleavage; Potency, µM (highest dose often 130 µM), inactives show top-dose activity change, negative = inhibition, usual class: inhibitors; actives 0.28% (n = 350,000); AID 485290; also: nearly all actives have a fitted effect of over 40% in size
Target sequence (Q9NUW8 whole entry, looked up): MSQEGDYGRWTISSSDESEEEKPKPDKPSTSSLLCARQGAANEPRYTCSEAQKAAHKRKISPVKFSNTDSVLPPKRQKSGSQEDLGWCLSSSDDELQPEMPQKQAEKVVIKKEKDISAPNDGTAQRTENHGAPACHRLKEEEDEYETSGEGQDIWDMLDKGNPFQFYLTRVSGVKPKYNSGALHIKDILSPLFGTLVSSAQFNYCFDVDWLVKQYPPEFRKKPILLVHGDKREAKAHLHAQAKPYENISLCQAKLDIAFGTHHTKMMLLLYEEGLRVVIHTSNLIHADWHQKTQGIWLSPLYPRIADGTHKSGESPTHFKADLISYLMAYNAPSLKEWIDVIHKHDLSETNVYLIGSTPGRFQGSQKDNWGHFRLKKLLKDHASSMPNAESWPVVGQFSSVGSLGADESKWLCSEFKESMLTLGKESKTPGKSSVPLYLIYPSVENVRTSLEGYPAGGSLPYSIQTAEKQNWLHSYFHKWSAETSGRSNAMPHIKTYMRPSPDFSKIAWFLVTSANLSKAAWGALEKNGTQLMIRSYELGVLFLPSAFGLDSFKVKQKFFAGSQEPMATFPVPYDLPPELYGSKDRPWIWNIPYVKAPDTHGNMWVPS
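Compounds were preincubated with Tdp1 (1 nM final) for 15 min at room temperature before substrate (15 nM final) started a 5 min reaction; beads (10 ug/ml final) were then added for 10 min before AlphaScreen detection.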
The depositor's hits bear a star; ? = inconclusive; . = no result given; [ ] = dose if it differs, or a comment. Calls follow the shape of the dose curve; as a rule, active = well fitted curve in the direction sought with a large enough effect; inconclusive = small, poorly fitted or top-dose-only effect, or another doubt; inactive = no such curve, though single readings can be large; an effect the other way counts as inactive or inconclusive. Unless noted, % is scaled to controls: 0 for no effect and ±100 for the full control effect; potency is read from the fitted curve at half-maximal effect. The order is random; any-hit rate near 0.57%.

Molecule,N370S GC,FEN1 inhibitor,TDP1 block
COc1ccc(CNC(=O)C(CCSC)NC(=O)c2ccco2)cc1 (stereo not given),.,-17%,-3%
Cc1cc(C(=O)CSc2nnnn2C)c(C)n1C1CC1,15%,19%,-13%
COc1ccc(-c2nn[nH]n2)cc1OC,18%,0%,-7%
CSCC[C@H](NC(=O)[C@H](CCCNC(=N)N)NC(=O)[C@H](Cc1ccc(O)cc1)NC(=O)[C@@H]1CCCN1C(=O)CNC(=O)[C@H](CCC(=O)O)NC(=O)[C@H](CC(=O)O)NC(=O)[C@H](CCCCN)NC(=O)[C@H](CCCCN)NC(=O)[C@H](CCC(=O)O)NC(=O)[C@H](C)N)C(=O)N[C@@H](CCC(=O)O)C(=O)N[C@@H](Cc1cnc[nH]1)C(=O)N[C@@H](Cc1ccccc1)C(=O)N[C@@H](CCCNC(=N)N)C(=O)N[C@@H](Cc1c[nH]c2ccccc12)C(=O)NCC(=O)N[C@@H](CO)C(=O)N1CCC[C@H]1C(=O)N1CCC[C@H]1C(=O)N[C@@H](CCCCN)C(=O)N[C@@H](CC(=O)O)C(=O)O,-13%,.,6%
COc1ccc(NC(=O)c2c(C)oc3ccc(O)c(CN4CCOCC4)c23)cc1,.,-3%,-2%
C[C@H]1CCC[C@]2(O[C@@H](CCO)C[C@H](O)[C@H]2O)O1,10%,1%,4%
CCC(C)NCC(O)(c1ccc(Cl)cc1)c1ccc(Cl)cc1 (stereo not given),0%,-9%,3%
Cc1cc(NC(=O)CSCC(=O)Nc2cccc(S(=O)(=O)N3CCCCCC3)c2)no1,1%,10%,-11%
COc1cc(NC(=O)Cc2cccc3ccccc23)c(C(=O)O)cc1OC,-11%,-2%,.
Cc1cccc(C(=O)N2CCCC(N3CCN(c4ccc(F)cc4)CC3)C2)n1 (stereo not given),1%,-5%,4%

A portion taken from the entries so far, as a working copy:
Molecule,N370S GC,FEN1 inhibitor,TDP1 block
COc1ccc(CNC(=O)C(CCSC)NC(=O)c2ccco2)cc1 (stereo not given),.,-17%,-3%
Cc1cc(C(=O)CSc2nnnn2C)c(C)n1C1CC1,15%,19%,-13%
COc1ccc(-c2nn[nH]n2)cc1OC,18%,0%,-7%

Further results:
Molecule,N370S GC,FEN1 inhibitor,TDP1 block
Cc1ccc(NC(=O)Cn2nc(C)c3ccccc3c2=O)cc1F,0%,6%,3%
CCn1c(SCC(=O)Nc2cc(F)ccc2C)nnc1-c1ccccc1O,10%,-7%,2%
O=C(CCCCCn1c(=S)[nH]c2ccc(Br)cc2c1=O)NCC1CCCO1 (stereo not given),-6%,3%,4%
CCOCCCNC(=O)C(NC(=O)CNC(=O)c1ccccc1)c1ccc(OC)cc1 (stereo not given),-27%,1%,.
Cc1cc(C)c(S(=O)(=O)N2CCCCC2)cc1N(C)S(=O)(=O)c1ccc(Cl)cc1,14%,2%,0%
COc1cc(C(=O)OCC(=O)c2cc(C)n(C)c2C)cc(NC(=O)c2ccco2)c1OC,3%,-15%,6%
Cc1ccc(C(C)C)c(OCCCNCc2cccnc2)c1,-5%,-4%,4%
Cc1cc(Sc2nccn2C)ncc1[N+](=O)[O-],1%,11%,3%
COc1cc(C)ccc1OCC(=O)NCC1CCCO1 (stereo not given),.,-10%,0%
C=CCn1cnc2c(NCc3ccccc3)ncnc21,?,-15%,1%
COc1cc(C(=O)Nc2ccc(NC(=O)c3ccco3)nc2)cc(OC)c1OC,5%,-6%,2%
COc1cccc(-c2sc3ccccc3c2-c2ccc(OCCN3CCCCC3)cc2)c1,.,8%,8%
CCN1CCN(c2ccc(NC(=O)c3ccc(Cl)c(S(=O)(=O)N4CCCC4)c3)cc2)CC1,-15%,-13%,2%
CCNCc1cc(Cl)c(OCc2ccccc2)c(OCC)c1,4%,-10%,-2%
CC(=O)Nc1ccccc1OCC(=O)c1ccc2c(c1)OCO2,-18%,-8%,4%
Cc1ccc2c(c1)C(N1CCCC1=O)CC(c1ccco1)N2 (stereo not given),-4%,-4%,4%
CCOC(=O)c1ccc([N+](=O)[O-])c(CS(=O)(=O)c2ccc(Cl)cc2)c1,2%,-17%,.
CC(O)COC(C)(C)C (stereo not given),-14%,.,9%
Cc1c(NS(=O)(=O)c2ccccc2)cc(C(C)C)c(O)c1S(=O)(=O)c1ccc(Cl)cc1,.,-4%,3%
CCOC(=O)c1nn(-c2cccc(OC)c2)c(-c2ccccc2)c1C(=O)c1ccccc1,0%,5%,4%

Filtered by structure: those above containing a COOH group.
Molecule,N370S GC,FEN1 inhibitor,TDP1 block
CSCC[C@H](NC(=O)[C@H](CCCNC(=N)N)NC(=O)[C@H](Cc1ccc(O)cc1)NC(=O)[C@@H]1CCCN1C(=O)CNC(=O)[C@H](CCC(=O)O)NC(=O)[C@H](CC(=O)O)NC(=O)[C@H](CCCCN)NC(=O)[C@H](CCCCN)NC(=O)[C@H](CCC(=O)O)NC(=O)[C@H](C)N)C(=O)N[C@@H](CCC(=O)O)C(=O)N[C@@H](Cc1cnc[nH]1)C(=O)N[C@@H](Cc1ccccc1)C(=O)N[C@@H](CCCNC(=N)N)C(=O)N[C@@H](Cc1c[nH]c2ccccc12)C(=O)NCC(=O)N[C@@H](CO)C(=O)N1CCC[C@H]1C(=O)N1CCC[C@H]1C(=O)N[C@@H](CCCCN)C(=O)N[C@@H](CC(=O)O)C(=O)O,-13%,.,6%
COc1cc(NC(=O)Cc2cccc3ccccc23)c(C(=O)O)cc1OC,-11%,-2%,.

(further entries)
Molecule,N370S GC,FEN1 inhibitor,TDP1 block
Cc1ncc(CO)c2c1Oc1nc(-c3ccccc3)nc(SCC(=O)N(C)c3ccccc3)c1C2,?,.,-14%
COCCNc1nc(N2CCCCC2)c2cnn(C)c2n1,-5%,-7%,2%
Cc1ccc(-c2noc(CCC(=O)N3CCCc4ccccc43)n2)cc1,6%,-20%,0%
CCOC(CCn1c(SCC(=O)Nc2cc(C)on2)nc2ccccc2c1=O)OCC,3%,12%,3%
CCCCOC(=O)c1cc(=O)[nH]c(=O)[nH]1,-6%,21%,1%
CCOc1ncccc1C(=O)NCCN1C(=O)S/C(=C/c2cccs2)C1=O,-1%,13%,8%
COC(=O)c1ccc(NC(=O)c2nc(-c3ccc(Cl)cc3)n3c2CCCCC3)cc1,.,8%,9%
COc1cccc(CCC(=O)N(C)C2CCCN(Cc3ccccc3F)C2)c1 (stereo not given),-17%,18%,.
O=C(Nc1ccc(Cl)c(Cl)c1)Nc1nnc(-c2ccncc2)s1,-2%,-9%,.
CCN(CC)CCN(Cc1cc2ccc(C)cc2[nH]c1=O)C(=O)NC1CCCCC1,15%,-3%,5%
O=C(NCCc1ccc(Cl)cc1)c1ccc2c(c1)nc1n2CCOC1,.,-17%,0%
O=C(CSc1nnc(-c2ccc(F)cc2)o1)N1CCCc2ccccc21,.,-19%,0%
Cc1cc(Nc2ccc3c(c2)OCCO3)c2cc(Cl)ccc2n1,-29%,?,8%
CC(C)CN(CCNC(=O)c1cc(=O)[nH]c2ccc(S(=O)(=O)N3CCCCCC3)cc12)CC(C)C,.,-13%,3%
CC1=NN(c2ccc(C)c(C)c2)C(=O)/C1=C/c1ccc2c(c1)n(C)c(=O)n2C,0%,?,0%
CCOC(=O)c1ccc(-c2ccc(/C=C(\C#N)C(=O)Nc3ccc(C)cc3)o2)cc1,.,15%,7%
CC1CCCN(S(=O)(=O)c2ccc(-c3ccc(=O)[nH]n3)o2)C1 (stereo not given),2%,3%,-1%
COc1cccc(C(=O)NC(=S)Nc2ccc(N3CCCC3)cc2)c1,13%,-11%,14%
CCCN(CCC)C(=O)Cn1c(=O)n(-c2ccccc2)c(=O)c2c3c(sc21)CCCC3,.,-6%,-1%
CNc1ccc(S(=O)(=O)NCC(=O)OC(C)C(=O)N(C)Cc2ccccc2)cc1[N+](=O)[O-] (stereo not given),.,-7%,3%
COc1cccc(OCCOc2ccc(/C=C3/SC(=S)NC3=O)cc2)c1,-4%,-7%,.
Cc1noc(C)c1-c1nnc(-c2ccc(OC(F)(F)F)cc2)o1,0%,0%,3%
CC(=O)c1cccc(NC(=O)CCNS(=O)(=O)c2cccc3nonc23)c1,6%,3%,2%
O=C(/C=C/c1cccs1)NCc1ccccc1,12%,3%,2%
CN([C@@H](C(=O)OC(C)(C)C)c1ccccc1)S(=O)(=O)c1cccc(S(=O)(=O)N(C)[C@@H](C(=O)OC(C)(C)C)c2ccccc2)c1,3%,-16%,.
Cc1cc(C)cc(NC(=O)Cc2noc3ccccc23)c1,.,0%,5%
CCOc1ccccc1C(=O)NCc1ccco1,5%,-8%,-6%
COC(=O)CCCC1=CC2=C(c3ccccc3)C(=O)C(C)(OC(=O)C3CCCC3)C(=O)C2=CN1Cc1ccc2c(c1)OCO2 (stereo not given),1%[12.8 µM],8%,7%[12.3 µM]
CC(=O)N1CCN(c2ccc(NC(=O)c3cc(Cl)ccc3Cl)cc2)CC1,-7%,17%,.
CNC(=S)N1CCC(NC(=O)C(Cc2ccc(OC)cc2)NC(C)=O)CC1 (stereo not given),-12%,15%,.
CC(C)NC(=O)NC(=O)COC(=O)C1(C)CC1(Cl)Cl (stereo not given),-7%,8%,0%
COc1ccc(CC(=O)OCC(=O)Nc2ccc(Cl)cc2C)cc1,.,4%,0%
CCC(=O)NC(=S)Nc1cccc(NC(=O)c2ccccc2Cl)c1,-2%,-11%,2%
O=C(OCC(=O)N1c2ccccc2Sc2ccccc21)c1ccc[n+]([O-])c1,-15%,-10%,0%
CC(=O)Nc1ccc(C(=S)NCc2ccco2)cc1,9%,6%,3%
CCN(CC(=O)Nc1c(Cl)cccc1Cl)C(=O)C1CCN(c2ncnc3sc(C)c(C)c23)CC1,-3%,3%,3%
COc1ccc(Cl)cc1C(=O)NC1=NCCS1,-4%,1%,.
O=C(CCCC(=O)OCC(=O)c1ccc(Cl)cc1)NC1CCCCC1,2%,-3%,5%[56.1 µM]
CCn1cc(S(=O)(=O)CC(=O)Nc2cc(C)on2)c2ccccc21,4%,5%,8%
CCS(=O)(=O)N1CCCC(C(=O)N2CCc3ccccc3C2)C1 (stereo not given),.,-6%,-1%
CCN(CC)C(=O)CSc1nc2ccsc2c(=O)n1Cc1ccccc1Cl,.,-4%,3%
O=c1[nH]nc(SCc2cc(Cl)ccc2Cl)c(=O)[nH]1,27%,-3%,-3%
COC(=O)C(C(=O)OC)C1c2ccccc2C=C(C)N1C(=O)OC (stereo not given),3%[12.8 µM],.,8%[12.3 µM]
CCOC(=O)c1ccc(NC(=O)CSc2nc(-c3ccc(OC)cc3)cc(C(F)(F)F)c2C#N)cc1,.,7%,-2%
O=C(NC(Nc1ccccn1)C(Cl)(Cl)Cl)c1ccccc1 (stereo not given),7%,1%,6%
Oc1c(N=NC(=S)Nc2ccccc2F)c2ccccc2n1Cc1ccccc1F,7%,-6%,11%
CCOC(=O)N1CCC(NC(=O)CCC(=O)N2CCOc3ccccc32)CC1,12%,-2%,0%
Cc1nc(Nc2ccc(C(=O)O)cc2)nc(Nc2ccc(C(=O)O)cc2)c1[N+](=O)[O-],-4%,?,.
COc1ccccc1CNC(=O)Cn1nc(C)n2cccc2c1=O,.,-6%,-3%
FC(F)(F)c1ccc(-c2csc(-c3ccno3)n2)cc1,21%,-28%,1%

Molecules listed so far that contain a cyano group:
Molecule,N370S GC,FEN1 inhibitor,TDP1 block
CCOC(=O)c1ccc(-c2ccc(/C=C(\C#N)C(=O)Nc3ccc(C)cc3)o2)cc1,.,15%,7%
CCOC(=O)c1ccc(NC(=O)CSc2nc(-c3ccc(OC)cc3)cc(C(F)(F)F)c2C#N)cc1,.,7%,-2%

The results go on.
Molecule,N370S GC,FEN1 inhibitor,TDP1 block
COc1ccc2sc(N(CCCN(C)C)C(=O)c3ccc(C(=O)c4ccccc4)cc3)nc2c1,?,-15%,2%
CCC(=O)N1CCc2cc(Br)cc(S(=O)(=O)Nc3c(C)n(C)n(-c4ccccc4)c3=O)c21,-1%,.,0%
CC1Cc2nc(SCC(=O)NCC3CCCO3)n(-c3ccc(F)cc3)c(=O)c2S1 (stereo not given),3%,0%,2%
CCn1c2ccccc2c2cc(NC(=O)c3cc(OC)c(OC)c(OC)c3)ccc21,-3%,-4%,2%
COc1cccc(NC(=O)C(=O)c2cn(CC(=O)N3CCCC3)c3ccccc23)c1,-14%,-18%,2%
COc1ccc(NC(=O)CS(=O)CC(=O)Nc2ccc(NC(C)=O)cc2)cc1 (stereo not given),-3%,1%,-16%
CCOC(=O)C1=C(C)NC(C)=C(C(=O)OCC)C1c1ccc(Br)o1,9%,-12%,4%
Cc1ccccc1CSCC(=O)NNC(=S)NCC1CCCO1 (stereo not given),1%,-14%,0%
CN(C)c1cccc(C(=O)OCC(=O)NC(=O)NCc2ccccc2)c1,.,-3%,4%
O=C(C[n+]1cc(Br)cc2ccccc21)c1ccccc1,1%,-14%,6%
CC(=O)N1c2ccc(S(=O)(=O)N3CCCCC3)cc2CC1C(=O)NCc1ccccc1C (stereo not given),-1%,-2%,4%
CC(=O)Nc1nc2c(ccc3ccccc32)s1,-2%,20%,.
Cc1cc(C)n(Cc2ccccc2)c(=O)c1S(=O)(=O)c1ccccc1,-13%,1%,7%
Clc1ccc(-c2nnc(N3CCOCC3)o2)cc1,3%,-4%,4%
Cc1cccc(C)c1NC(=O)CNC(=O)CCC(=O)N1CCOCC1,2%,-1%,2%
CN(C(=O)COC(=O)CNC(=O)C1CCCCC1)c1ccccc1,.,-11%,0%
